Assay outcomes as filed in PubChem BioAssay.
pAkt inh: Akt phosphorylation inhibition | Neuro2A IGF-stimulated pAkt S473 HTRF, 20 min; active compounds read low | activity change, % for hits at 50 µM | hit rate 0.32% among 360,000; in the data active = activity change below about -80%; inconclusive = mostly about -51% to -80%; note: % is set by controls: 0 for no effect and ±100 for the full control effect
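Neuro2A cells in DMEM with 0.5% FBS, overnight at 37 deg C, given compound at single 50 µM final, then IGF (6 nM final) for 20 min at 37 deg C. Lysed; phospho-Akt Ser473 by HTRF after 24 h, 665/615 ratio.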
GLP1R inv ag: GLP-1 receptor (human) inverse agonism; P43220; HEK293 GLP-1R CRE-luciferase, luminescence, 24 h; GLP-1R form is constitutively active; Potency, µM (doses to about 38.3 µM), for the others: top-dose activity change, negative = inhibition, usual class: inhibitors; hit rate 1.6% among 410,000; AID 624417; note: potency is the fitted concentration of half-maximal effect; % is set by controls: 0 for no effect and ±100 for the full control effect; nearly all actives have a fitted effect of over 55% in size
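Assay principle: reduced luminescence from a cAMP-responsive reporter in HEK293 cells co-expressing a constitutively active GLP-1R. Conditions: 24 hr compound incubation, 37 deg C, 5% CO2.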
FUS suppressor: rescues growth of FUS-expressing yeast; hit rate 0.24% among 390,000; S. cerevisiae FUS-expressing, growth rescue, OD600, 24 h; Potency, µM (titrated, usually from 76.6 µM), without a hit: top-dose growth rescue (activation), hits mostly activators;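 note: potency is the fitted concentration of half-maximal effect; plate controls were DMSO vehicle for no effect and reference control for full effect; nearly all actives have a fitted effect of over 55% in size; some results filed as inactive show a strong effect at the top dose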
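FUS-expressing yeast, raffinose-pregrown, induced in 2% galactose minimal medium at OD 0.005; compounds in a dilution series, 24hr at 30C. Growth restoration read as absorbance at 600 nm. CP55940 positive control, DMSO negative.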
Abeta rescue: A-beta toxicity reversal in yeast | yeast expressing A-beta42, growth rescue, OD600, 48 h; response scale: 0% DMSO, 100% iron-clioquinol control | Potency, µM (titrated, usually from 46.1 µM), without a hit: at the highest dose growth rescue, hits mostly activators | hit rate 0.063% among 410,000 | AID 1347071; note: potency is the fitted concentration of half-maximal effect; nearly all actives have a fitted effect of over 55% in size
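Growth rescue measured by 600 nm absorbance after 48 h yeast culture at 30 C with compound. Values normalized between DMSO and an equimolar ferric chloride plus clioquinol control.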
D3 antag: D3 dopamine receptor (human) antagonism; P35462; D3R cells, DiscoveRx beta-arrestin luminescence, antagonist mode; active compounds read low; max response, negative = inhibition, %; hit rate 2.5% among 360,000; AID 652054; in the data active = max response below about -50%; inconclusive = no clear call, values can overlap the other calls; note: % is set by controls: 0 for no effect and ±100 for the full control effect; mostly tested at two doses, the higher about 12 µM
Target sequence (P35462 whole entry, looked up): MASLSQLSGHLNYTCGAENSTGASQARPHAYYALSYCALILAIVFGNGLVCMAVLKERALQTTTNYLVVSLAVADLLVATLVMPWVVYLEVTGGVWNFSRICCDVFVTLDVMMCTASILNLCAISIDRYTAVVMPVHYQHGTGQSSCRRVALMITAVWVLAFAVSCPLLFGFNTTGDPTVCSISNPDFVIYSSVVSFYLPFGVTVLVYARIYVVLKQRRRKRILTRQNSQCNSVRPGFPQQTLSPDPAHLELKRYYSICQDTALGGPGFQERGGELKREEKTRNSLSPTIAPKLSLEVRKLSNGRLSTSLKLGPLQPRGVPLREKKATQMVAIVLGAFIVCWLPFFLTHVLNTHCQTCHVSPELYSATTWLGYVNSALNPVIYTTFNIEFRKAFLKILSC
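Cells plated overnight at 1500 cells/well, then exposed to library compounds with dopamine controls for 90 minutes at 37 degrees C. DiscoveRx reagent added for 30–60 minutes at room temperature; luminescence read, quantitative HTS format.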
TDP-43 yeast inh: TDP-43 toxicity inhibition in yeast. TDP-43 expressing yeast growth rescue, BacTiter-Glo, 24 h. Potency, µM (series often up to 46.1 µM), for the others: at the highest dose growth rescue (activation), usual class: activators. hit rate 1.8% among 410,000; note: potency is the fitted concentration of half-maximal effect; % of control where 0% means no effect; nearly all actives have a fitted effect of over 50% in size
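Galactose-induced TDP-43 yeast, OD600=0.02, compound pinned; 24 hr, 30 deg C; BacTiter-Glo luminescence for growth. Inhibitors of TDP-43 toxicity read as activators.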
GLP1R ag: activates the human GLP-1 receptor | HEK293 GLP-1R CRE-luciferase, luminescence, 4-6 h; cells express a hypersensitive GLP-1R form | hit rate 0.007% among 380,000 | P43220 | Potency, µM (series often up to 45.6 µM), inactives show at the highest dose activation, usual class: activators | AID 624172; note: potency is the fitted concentration of half-maximal effect; % of control where 0% means no effect
PTHR1 agonist: PTHR1 (human) receptor agonism; Q03431; HEK293 GP2 PTHR1 cells, GloSensor cAMP luminescence, 1 h; Potency, µM (top dose mostly 115 µM), without a hit: at the highest dose activation, actives largely listed as activators; hit rate 0.075% among 410,000; AID 743266; note: potency is the fitted concentration of half-maximal effect; nearly all actives have a fitted effect of over 55% in size; some results filed as inactive show a strong effect at the top dose; inactives centre near -15; many of its hits are not listed in these tables
Target sequence (Q03431 whole entry, looked up): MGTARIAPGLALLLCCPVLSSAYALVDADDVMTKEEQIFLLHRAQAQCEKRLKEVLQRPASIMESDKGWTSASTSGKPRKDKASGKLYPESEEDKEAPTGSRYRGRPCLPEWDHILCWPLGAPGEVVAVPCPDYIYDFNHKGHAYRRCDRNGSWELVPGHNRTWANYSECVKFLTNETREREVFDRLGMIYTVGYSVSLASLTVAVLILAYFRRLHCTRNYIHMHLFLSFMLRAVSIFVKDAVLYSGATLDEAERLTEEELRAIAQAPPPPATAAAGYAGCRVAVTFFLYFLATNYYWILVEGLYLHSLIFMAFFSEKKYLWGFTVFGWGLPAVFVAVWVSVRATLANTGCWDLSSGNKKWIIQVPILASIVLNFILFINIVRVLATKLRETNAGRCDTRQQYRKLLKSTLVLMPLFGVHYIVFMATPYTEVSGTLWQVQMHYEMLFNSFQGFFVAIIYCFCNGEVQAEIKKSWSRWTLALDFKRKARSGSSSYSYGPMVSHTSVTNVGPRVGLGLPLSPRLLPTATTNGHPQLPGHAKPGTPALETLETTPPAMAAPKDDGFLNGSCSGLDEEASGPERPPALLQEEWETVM
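HEK-293-derived GP2 cells expressing PTHR1 and a GloSensor cAMP reporter, 3,000/well, plated overnight, given luciferin plus IBMX (each 0.5 mM as added) for 1 h at 37 °C, then compound for 1 h at 37 °C. Luminescence was read after 15 min at room temperature.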
aSyn yeast inh: alpha-synuclein toxicity inhibition in yeast | Yeast expressing alpha-synuclein, growth rescue, BacTiter-Glo, 24 h | Potency, µM (series often up to 46.1 µM), inactives show at the highest dose growth rescue (activation), usual class: activators | hit rate 0.14% among 370,000; note: potency is the fitted concentration of half-maximal effect; % of control where 0% means no effect; nearly all actives have a fitted effect of over 65% in size
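Readout is rescue of growth in alpha-synuclein-expressing yeast, so inhibitors of toxicity appear as activators. Growth after 24 hr at 30 deg C in galactose medium is quantified by luminescence.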
Active calls of the source: *; i = inactive; ? = inconclusive; / = no result given; [ ] = remark or other dose. Unless noted, calls come from the whole dose curve; as a rule, active = well fitted curve in the direction sought with a large enough effect; inconclusive = small, poorly fitted or top-dose-only effect, or another doubt; inactive = no such curve, though single readings can be large; an effect the other way counts as inactive or inconclusive. A portion of the library; count on the stated rates, not on these rows.

SMILES,pAkt inh,GLP1R inv ag,FUS suppressor,Abeta rescue,D3 antag,TDP-43 yeast inh,GLP1R ag,PTHR1 agonist,aSyn yeast inh
COc1cc(/C=N/Nc2nc3ccccc3o2)cc(OC)c1O,/,0%,3%,-10%,?,26%,1%,-44%[inhibitor],/
C=CCNC(=O)CN1CCC(O)(c2ccccc2)CC1,i,-1%,-25%,2%,?,-17%,-2%,i,-3%
CCN(CC)S(=O)(=O)c1ccc(N2CCCC2)c(NC(=O)CC(C)(C)C)c1,i,-33%,20%,1%,3,-11%,9%,i,0%
Cc1ccc(C)c(OCCn2cc(/C=C(\C#N)C(=O)NCC3CCCO3)c3ccccc32)c1 (stereo unspecified),i,?,37%,1%,10,17%,9%,-1%,12%
CSc1nnc(-c2cc[n+](C)cc2)n1CCO,i,13%,-19%,0%,10,13%,0%,i,1%
CC1(C)CC(NCCC(c2ccccc2)c2ccco2)CCO1 (stereo unspecified),i,?,3%,10%,1,-3%,8%,i,0%
Cc1ccc2nc3c(cc(C(=O)NC4CCCCC4)c(=N)n3C3CCCCC3)c(=O)n2c1,i,50%[activator],16%,3%,-5,-22%,19%,-13%,?
CC(=O)N1C(=O)C(=C2C=C(C)OC(C)=C2)c2ccccc21,i,4%,-10%,4%,-16,29%,9%,i,16%
COc1ccc(NC(=O)c2nc(S(C)(=O)=O)ncc2N(Cc2ccc(C)cc2)Cc2ccco2)cc1Cl,/,-12%,?,22%,/,19%,/,1%,/
Cc1cc(Br)ccc1NC(=O)CN(C)C(=O)C1CCN(c2ncnc3sc(C)c(C)c23)CC1,i,3.2µM*,?,-5%,7,?,-17%,-5%,15%
Cc1cccc(N2CCN(C(=O)CNC(=O)C3CCCCC3)CC2)c1C,i,?,8%,-4%,0,?,12%,-86%[inhibitor],-5%
O=C(Nc1ccc(Cl)cc1F)c1ccc(-n2cncn2)cc1,i,23%,-27%,-8%,3,18%,-6%,-20%,-6%
O=C(C[C@H]1CC[C@H]2[C@@H](COC[C@H](O)CN2Cc2ccccc2)O1)NCCCN1CCOCC1,i,4%,-5%,-9%,17,0%,/,-13%,-2%
S=C1Nc2ccccc2Sc2ccc(Cl)cc21,i,5%,-2%,?,19,0%,-7%,i,12%
Cc1ccc(-c2nn(CC(=O)NC3CCCCC3)c3c2cnc2ccc(F)cc23)cc1C,/,-15%,-20%,-10%,/,7%,/,-12%,/
CC1(C)CC(=O)C=C(c2ccc(COC(=O)c3ccccc3)cc2)C1=O,i,-3%,25%,-1%,17,19%,16%,-93%[inhibitor],29%
COc1cc(N=C(N)N=C(N)N)cc(OC)c1,i,11%,-5%,5%,-11,17%,-10%,i,0%
COC(=O)c1cccc(COC(=O)CNC(=O)c2ccco2)c1,/,-3%,-2%,1%,48,-3%,-8%,-19%,/
Cc1cc(N2CCOCC2)c(F)cc1C(=O)c1ccccc1,i,1%,14%,11%,42,?,3%,-5%[57.5 µM],3%
CNC(=O)c1cc2cc(OC)ccc2n1CCN(Cc1ccccc1)Cc1ccccc1,i,-12%,4%,-4%,9,-2%,-12%,i,-4%
COc1ccc(C(=O)NCCCCCC(=O)N/N=C/c2ccco2)cc1OC,i,6%,/,0%,22,-15%,-2%,i,4%
CCNC(=O)c1oc2c(c1C)C(=O)CC(C)(C)C2,i,0%,27%,2%,-6,6%,-6%,-10%[57.5 µM],9%
Cc1cc(C(=O)CN2C(=O)NC(C)(c3cccc(Br)c3)C2=O)c(C)n1Cc1ccco1 (stereo unspecified),i,?,31%,17%,8,6%,0%,-18%,2%
CCOC(=O)c1[nH]c(C)c(C(=O)NCc2ccc(F)cc2)c1C,/,-11%,-15%,5%,/,19%,/,-72%[inhibitor],/
COc1ccc2nc(NC(=O)CSc3nnc(-c4ccoc4C)n3C)sc2c1,i,0%,52%,-4%,14,-13%,-4%,-40%[inhibitor],-2%
CN(C)c1ccc(NC(=O)Nc2nc(C(N)C3CCCCC3)cs2)cc1 (stereo unspecified),i,-6%,?,-5%,-22,5%,1%,i,8%
COc1ccccc1NC(=O)NCc1ccccc1F,i,7%,5%,0%,2,0%,0%,i,6%
CC(C)c1ccc(NC(=O)[C@H]2O[C@@H]3OC(C)(C)O[C@@H]3[C@H]3OC(C)(C)O[C@H]32)cc1,/,-8%,22%,-12%,/,-7%,/,i,/
Nc1nnnn1/N=C/c1ccco1,-130%*,13%,-9%,-13%,10,-7%,-11%,i,-2%
CCOc1cccc(CNC(=O)c2ccc(N3CCCC3)c(NC(=O)Nc3ccccc3CC)c2)c1,/,6%,8%,-11%,/,14%,/,i,/
COc1ccc(-n2c(N)c(C(=O)Nc3c(C)n(C)n(-c4ccccc4)c3=O)c3nc4ccccc4nc32)cc1,i,3%,-11%,-13%,-8,-3%,8%,-1%,-2%
Cc1nnc(SCC(=O)Nc2nccs2)n1N,i,40%[activator],-3%,2%,-1,-25%,5%,-22%,-3%
CCCOCC(O)CC(CC)C(=O)NNC(=S)Nc1ccccc1 (stereo unspecified),i,6%,9%,7%,2,-1%,11%,i,-6%
COc1ccccc1N1CCN(C(=O)NCc2ccc(Cl)cc2)CC1,i,?,13%,-7%,2,14%,11%,-11%,11%
Cc1ccc(S(=O)(=O)CCc2nnc(N)s2)cc1,i,0%,0%,-5%,-18,9%,-4%,i,-8%
Cc1onc(-c2c(Cl)cccc2Cl)c1C(=O)N1CCc2ccccc21,i,?,?,-9%,19,22%,-8%,-21%,13%
COCCNC(=O)c1onc(CSc2ccc(F)cc2)c1C(=O)NCCOC,i,7%,-13%,-15%,9,10%,5%,i,2%
CN(c1ccccc1)S(=O)(=O)c1cccc(C(=O)OCC(=O)Nc2ccc(C(N)=O)cc2)c1,i,3%,33%,-8%,-17,-21%,13%,-25%,-3%
CC(=O)Nc1ccc(NC(=O)c2cc(-c3ccccc3)nc3ccccc23)cc1,i,?,19%,11%,2,7%,-6%,i,5%
O=C(Nc1cccc(Cl)c1N1CCCC1)c1ccc(Br)o1,i,0%,28%,-3%,-17,0%,1%,i,-14%
Cc1c(C(=O)N(C)C)sc2c1c(=O)n(-c1ccc(F)cc1)c(=O)n2CC(=O)N(C)c1ccccc1,/,-72%,3%,-4%,/,21%,/,-20%,/
COc1ccc(CN(C)C(C)C(=O)NC2CCCc3ccccc32)cc1 (stereo unspecified),i,?,11%,-5%,3,15%,13%,-3%,-1%
C=CCn1c(Cn2c(-c3cnccn3)nc3ccccc32)nc2ccccc21,i,-3%,-1%,-11%,-13,-2%,9%,-12%,-1%
O=C(NC1CCCc2c1cnn2-c1cc(F)cc(F)c1)c1ccncc1 (stereo unspecified),i,3%,-13%,-9%,9,0%,-2%,-6%,9%
CC(C)C[C@@H](CO)NC(=O)CC[C@H](NC(=O)OC(C)(C)C)C(=O)N(Cc1ccccc1)Cc1ccccc1,i,?,?,-2%,46,?,0%,i,3%
O=C(NC1CC(=O)N(c2ccc(Cl)cc2)C1)c1ccc(S(=O)(=O)N2CCOCC2)cc1 (stereo unspecified),/,-7%,12%,-10%,/,6%,/,-32%[inhibitor],/
O=C(O)CC(C(=O)Nc1ccc(F)cc1)C1CCCO1 (stereo unspecified),i,20%,9%,-1%,-7,-7%,2%,-18%,-2%
Cc1noc(C)c1COc1ccccc1C(=O)N1CCN(S(=O)(=O)c2cccc(Cl)c2)CC1,i,10%,25%,22%,-18,2%,-9%,-43%[inhibitor],0%
COC(=O)c1ccc(CN2CCC(CO)(CCOc3ccccc3)CC2)cc1,i,?,0%,9%,?,23%,7%,-20%,4%
Oc1ccc(/C=N/NC(=S)Nc2cccnc2)cc1O,i,47%[activator],11%,-8%,0,7%,40%,-13%,0%
C=CCn1c(SCC(=O)NCC2CCCO2)nc2c([nH]c3ccccc32)c1=O (stereo unspecified),i,35%[activator],21%,18%,1,18%,9%,i,1%
Nc1ccc2c(c1)[nH]c(=O)c1ccccc12,i,98%[activator],/,-5%,4,-5%,2%,-11%,?
CCCCCOC(=O)C1[C@H]2C(=O)N(Cc3cccs3)C[C@]23C=C[C@H]1O3 (stereo partly specified),i,0%,32%,-24%,9,-17%,-10%,-15%[57.5 µM],7%
COc1ccccc1CNC(=O)CCNC(=O)C1CCN(S(=O)(=O)c2ccccc2)CC1,i,12%,0%,14%,15,18%,-4%,i,-1%
CNc1cncc(-c2cc(OC)ccc2OC)n1,/,13%,-11%,-16%,-22,15%,-1%,?,0%
CCCCN(C(=O)c1cccc(S(=O)(=O)N(C)c2ccc(C)cc2)c1)c1c(N)n(CC(C)C)c(=O)[nH]c1=O,i,0%,-2%,-10%,-2,-5%,-2%,-38%[inhibitor],-2%
COc1ccc(CCNc2nc(Cl)nc(NC(C)(C)CO)n2)cc1OC,i,37%[activator],-6%,0%,11,13%,?,-25%,6%
CCC1CCCCN1CCNC(=O)C1CCCN(S(=O)(=O)c2cccc3nsnc23)C1 (stereo unspecified),i,?,26%,12%,-8,-25%,-4%,i,1%

Complete entries from above.
`COc1ccccc1CNC(=O)CCNC(=O)C1CCN(S(=O)(=O)c2ccccc2)CC1` across the screens: pAkt inh = i; GLP1R inv ag = 12%; FUS suppressor = 0%; Abeta rescue = 14%; D3 antag = 15; TDP-43 yeast inh = 18%; GLP1R ag = -4%; PTHR1 agonist = i; aSyn yeast inh = -1%
`CN(C)c1ccc(NC(=O)Nc2nc(C(N)C3CCCCC3)cs2)cc1` (stereo unspecified) across the screens: pAkt inh = i; GLP1R inv ag = -6%; FUS suppressor = ?; Abeta rescue = -5%; D3 antag = -22; TDP-43 yeast inh = 5%; GLP1R ag = 1%; PTHR1 agonist = i; aSyn yeast inh = 8%
